Screening data: PubChem, National Center for Advancing Translational Sciences (NCATS)
D1 antag = human D1 dopamine receptor antagonism | activity change, negative = inhibition, % at 10 µM | 3.2% of 360,000 active | AID 504652 | P21728 | HEK293 TREx D1 cells, calcium flux, dopamine EC80; hits give low values; in the data active = activity change below about -30%; note: % is set by controls: 0 for no effect and ±100 for the full control effect
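HEK293 T-REx cells expressing inducible, force-coupled D1 receptor; no-wash Ca dye, 30–90 min RT. Cmpd → 180 s read at 1 Hz → EC80 DA → 180 s read.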
D1 PAM = enhances dopamine response at the human D1 receptor. P21728. HEK293 TREx D1 cells, calcium flux, dopamine EC20 potentiation. potentiation, % at 10 µM. 0.036% of 360,000 active. AID 504651; in the data active = potentiation above about 30%; note: 0% is about no effect
D2 antag = D2 dopamine receptor (human) antagonism; HEK293 TREx D2 cells, calcium flux, dopamine EC80; 2% of 340,000 active; P14416; inhibition, % at 10 µM; AID 485344; in the data active = inhibition above about 30%; note: 0% is about no effect
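Compounds are added to dye-loaded, induced HEK293 T-REx cells coupled to calcium release via D2; after a 3 min kinetic read an EC80 dopamine stimulus is given and fluorescence is recorded for 3 more min.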
TRHR ag = activates the human TRH receptor; activation, % at 2 µM; 0.18% of 360,000 active; TRHR cells, calcium flux fluo-8, FDSS agonist mode; P34981; note: 0% is about no effect
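Fluo-8-loaded TRHR cells; 10 s baseline, compound added, kinetic Ca2+ fluorescence read 1/s, agonist mode.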
D2 ag = D2 dopamine receptor (human) agonism | 0.53% of 340,000 active | HEK293 T-REx D2 cells, calcium flux agonist mode | P14416 | activation, % at 2 µM;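 active = activation over 3 SD above normal in the single-dose calcium agonist read, cut at about 30% in these data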; note: 0% is about no effect
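Tetracycline-induced HEK293 T-REx cells with force-coupled D2 receptor, plated overnight at 30 C, loaded with no-wash calcium dye. After a 10 s baseline, compound was pin-added and calcium flux read kinetically for 180 s; calcium rises flagged agonists.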
D1 ag = human D1 receptor agonism; 1% of 360,000 active; activation, % at 2 µM; P21728; HEK293 T-REx D1 cells, calcium flux, agonist mode; note: 0% is about no effect
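Tetracycline-induced HEK293 TREx D1 cells, force-coupled to calcium signalling, were dye-loaded with a no-wash calcium kit. Compound was pin-added after a 10 s baseline. Fluorescence was read kinetically at 1 cycle/s for 180 s, with calcium rises flagged as agonism.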
D2 PAM = D2 dopamine receptor (human) potentiation | P14416 | 0.34% of 340,000 active | potentiation, % at 10 µM | HEK293 T-REx D2, calcium flux, EC20 dopamine potentiation;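 active = potentiation over 3 SD above the plate norm, cut at about 30% in these data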; note: 0% is about no effect
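Primary screen. Calcium kinetics in induced HEK293 T-REx D2 cells: compound pre-addition 180 s, EC20 dopamine, 180 s more.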
RXFP1 antag = antagonists of human relaxin receptor RXFP1; HEK293-RXFP1, relaxin-stimulated cAMP HTRF, 30 min; hits give low values; AID 1259400; 0.59% of 350,000 active; activity change, negative = inhibition, % at 57.5 µM; Q9HBX9;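 active = activity change of -60% or lower, but not beyond a set lower limit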; note: % is set by controls: 0 for no effect and ±100 for the full control effect
Target sequence (Q9HBX9 whole entry, looked up): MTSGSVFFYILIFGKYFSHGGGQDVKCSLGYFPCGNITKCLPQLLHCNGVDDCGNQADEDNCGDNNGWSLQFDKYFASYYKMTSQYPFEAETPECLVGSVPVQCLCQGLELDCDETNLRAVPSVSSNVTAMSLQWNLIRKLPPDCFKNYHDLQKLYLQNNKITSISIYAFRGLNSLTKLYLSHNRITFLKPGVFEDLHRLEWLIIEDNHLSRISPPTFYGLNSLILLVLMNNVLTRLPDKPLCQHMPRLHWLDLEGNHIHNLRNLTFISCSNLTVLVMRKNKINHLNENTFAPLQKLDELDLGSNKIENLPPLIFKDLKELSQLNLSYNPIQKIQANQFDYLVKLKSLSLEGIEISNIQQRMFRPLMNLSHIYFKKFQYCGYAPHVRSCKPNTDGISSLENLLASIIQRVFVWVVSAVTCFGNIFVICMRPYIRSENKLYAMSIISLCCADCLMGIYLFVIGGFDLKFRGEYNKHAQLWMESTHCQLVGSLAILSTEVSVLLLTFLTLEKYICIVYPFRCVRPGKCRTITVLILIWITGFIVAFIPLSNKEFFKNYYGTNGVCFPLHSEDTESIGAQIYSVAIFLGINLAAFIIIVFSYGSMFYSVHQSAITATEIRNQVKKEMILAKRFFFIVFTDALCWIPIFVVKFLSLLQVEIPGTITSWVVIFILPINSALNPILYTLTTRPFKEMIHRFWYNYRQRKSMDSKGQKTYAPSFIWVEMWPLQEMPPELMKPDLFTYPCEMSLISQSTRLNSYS
TRHR enhancer = allosterically enhances the human TRH receptor. TRHR cells, fluo-8 calcium fluorescence, EC20 TRH enhancement. P34981. enhancement, % at 2 µM. 0.66% of 360,000 active. AID 493056; in the data active = enhancement above about 30%; note: 0% is about no effect
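Enhancer read-out: after compound pinning and an initial kinetic agonist-mode read, an EC20 of TRH (10 nM final) was injected and fluo-8 calcium signal (Ex 480/Em 530) followed at 1 s/cycle for 100 cycles in TRHR-expressing cells.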
* marks the source's active call; other numbers are inactive results; . = not tested or not shown. Cut-off read from the data, not from the text of the source, unless noted: active = activation above about 30%; inactive = the rest.

Screens in order – D1 antag, D1 PAM, D2 antag, TRHR ag, D2 ag, D1 ag, D2 PAM, RXFP1 antag, TRHR enhancer
CCc1ccc(C2=NN(CCC(=O)NCC3CCCO3)C(=O)CC2)cc1 (configuration not stated)
 : 1, -11, -10, -0.8, -0.6, 0, -6, 13, 1
CCOC(=O)c1ccc(NC(=O)C2=C(C)C(=O)OC23CCN(C(C)C)CC3)cc1
 : 6, -3, ., 0.7, 0.8, 3, -4, ., 2
Cc1cc(NC(=S)Nc2ccc(C)c(Cl)c2)n[nH]1
 : -39*, -4, 4, -0.1, 3.8, 1, -7, -4, 1
COc1ccccc1-c1c(C)oc2c(CN3CCN(C)CC3)c(O)ccc2c1=O
 : -1, 7, 10, 0.5, -0.1, 0, -12, 16, -4
CC1(C)CNc2cc([N+](=O)[O-])ccc2S1
 : -14, -4, -1, 0.9, -1.9, 10, -1, -8, -2
CC(C)NC(=O)c1ccccc1N(Cc1ccccc1)S(C)(=O)=O
 : 5, -3, -3, -0.4, 0.1, 2, -9, 9, 11
Clc1ccc(Cc2ccccn2)cc1
 : 10, -10, -2, 0.2, 0.1, 4, 11, 0, 8
CS(=O)(=O)N1CCN(c2ccccc2NC(=O)Nc2cccc(Cl)c2)CC1
 : -16, 2, -1, 1.0, 3.5, 0, 0, 1, -2
CCOc1c2ccc(C(=O)NC3CCCc4ccccc43)cc2nn1CC (configuration not stated)
 : -2, -1, -13, -0.2, 0.5, 2, -5, ., -3
CCCCCCc1ccc(N2C[C@H](Cc3ccccc3)[C@@H](CC(=O)NCc3ccc(OC)cc3)C2=O)cc1
 : 4, 2, -3, 2.5, 1.9, 16, -10, ., 4

D1 antag: what is marked active above.
Molecule | D1 antag | D1 PAM | D2 antag | TRHR ag | D1 ag | D2 PAM | RXFP1 antag | TRHR enhancer
Cc1cc(NC(=S)Nc2ccc(C)c(Cl)c2)n[nH]1 | -39* | -4 | 4 | -0.1 | 1 | -7 | -4 | 1

Next section.
Screens in order – D1 antag, D1 PAM, D2 antag, TRHR ag, D2 ag, D1 ag, D2 PAM, RXFP1 antag, TRHR enhancer
Cc1c(OCC(=O)N2CCC(C(N)=O)CC2)ccc2c1oc(=O)c1ccccc12
 : 3, -8, -1, 0.6, -0.5, 1, 4, ., -10
CCn1cc(-c2cc(C(=O)O)on2)c(C)n1
 : 3, -4, -5, 0.1, 0.3, 4, 1, 7, -5
COc1cc(-c2nc(C(F)(F)F)c(OC)o2)cc(OC)c1OC
 : -13, -1, ., -0.4, ., -1, ., 3, -1
C=CCn1c(O)c(CN2CCCCC2)c(C)c(C#N)c1=O
 : 2, 0, 2, 3.3, 1.1, 6, 9, 11, -1
N/C(=N\c1nc2c(c(=O)[nH]1)CCCC2)Nc1ccc(Oc2ccccc2)cc1
 : 15, -4, 12, -0.1, -1.0, 1, -8, -19, -2
O=C(N1CCCCC1)N1CCN(C(c2ccccc2)c2ccccc2)CC1
 : 1, 4, -5, 1.7, -0.9, 10, -9, -15, -2
Cc1cccc(C(=O)OCC(=O)N2CCCCCC2)c1O
 : 4, -13, ., 1.1, ., 1, -2, 1, 4
CCc1cccc(OCC(=O)Nc2ccc(C(=O)O)cc2NC(=O)COc2cccc(CC)c2)c1
 : -9, 1, 5, 0.6, 0.1, 0, -2, -12, -4
CCCCCCc1c(O)nc(SCCN(C)C)[nH]c1=O
 : -13, 0, 3, 0.1, 0.7, 0, 20, -1, 2
Cc1cccc(NC(=O)c2cc([N+](=O)[O-])ccc2Cl)c1O
 : -3, -7, -8, -0.5, -0.6, 1, -7, -9, -1

Another view of some results above:
Compound	D1 antag	D1 PAM	D2 antag	TRHR ag	D2 ag	D1 ag	D2 PAM	RXFP1 antag	TRHR enhancer
Cc1c(OCC(=O)N2CCC(C(N)=O)CC2)ccc2c1oc(=O)c1ccccc12	3	-8	-1	0.6	-0.5	1	4	.	-10
CCn1cc(-c2cc(C(=O)O)on2)c(C)n1	3	-4	-5	0.1	0.3	4	1	7	-5
COc1cc(-c2nc(C(F)(F)F)c(OC)o2)cc(OC)c1OC	-13	-1	.	-0.4	.	-1	.	3	-1

(cont.)
Screens in order – D1 antag, D1 PAM, D2 antag, TRHR ag, D2 ag, D1 ag, D2 PAM, RXFP1 antag, TRHR enhancer
CCC(=O)c1cn(CC(=O)Nc2cc(C)ccc2C)c2ccccc12
 : 3, 6, -21, 0.3, 0.1, 2, 4, -1, 0
CCCCCn1c(=O)[nH]c2cc(C(=O)Nc3ccc(OC)cc3)ccc2c1=O
 : 1, -4, 14, 0.8, 0.2, 2, 6, -3, -1
CC(C)C(=O)NC(Nc1cc(C(F)(F)F)ccc1Cl)C(Cl)(Cl)Cl (configuration not stated)
 : 1, -10, 4, -2.1, 0.2, 3, 7, -18, -11
O=C(N1CCN(Cc2ccccc2)CC1)C12CC3CC(CC(C3)C1)C2
 : 5, -4, -20, -1.2, -1.3, 1, 10, -8, 4
COc1ccc(C)cc1NC(=O)CNC(C)C(=O)Nc1ccc(C(C)=O)cc1 (configuration not stated)
 : -5, -7, 5, 0.1, 1.0, 0, 7, -5, 10
CSc1cccc(NC(=O)c2cccc(N3CCCS3(=O)=O)c2)c1
 : -12, -3, ., 0.2, -0.1, 3, 1, -37, -1
CCOC(=O)CSc1nnc(NC(=O)CN2CCCCC2)s1
 : 1, -5, ., 0.0, ., 2, ., 2, 9
FC(F)(F)COc1nc(N2CCOCC2)nc(N(c2ccccc2)c2ccccc2)n1
 : 16, 0, 20, 1.2, 1.1, 1, -1, 6, 4
CCN(CC)C(=O)Cn1cc(C(=O)C(=O)N2CCc3ccccc32)c2ccccc21
 : 4, -4, 1, 0.4, 0.6, 5, 25, -4, -4
C#CCOCCOCCOCCNc1nc(N2CCN(C(=O)[C@H]([C@@H](C)CC)n3cc([C@@H](N)CO)nn3)CC2)nc(N2CCN(C(=O)[C@H](Cc3cc4ccccc4[nH]3)n3cc([C@@H](N)Cc4ccc(O)cc4)nn3)CC2)n1
 : 2, -5, -24, -0.1, 0.5, 2, 9, ., 2
COc1ccc(C(=O)Nc2ccc3nc(SCC(=O)N4CCc5ccccc54)sc3c2)cc1
 : 13, 0, ., 0.9, ., 4, -10, ., 1
CCOC(=O)c1nn(-c2ccc(Cl)cc2)c2nc(CC)c(C#N)c(=O)n12
 : 4, 2, 4, -0.2, -1.5, 2, -3, 3, 1
Cc1nn(C(C)(C)C)c(C)c1/C=N/OC(=O)Nc1ccc(Cl)cc1
 : -18, -13, -6, 1.0, -0.9, 15, -9, -19, -7
CCOC(=O)c1c(C)[nH]c(C)c1S(=O)(=O)N1CCCC(C(=O)N2CCN(c3ccc(Cl)cc3)CC2)C1 (configuration not stated)
 : -6, -1, ., -0.6, -0.1, 3, 9, -8, 8
CCCCCCNC(=O)CNC(=S)N(Cc1cccs1)C1CCCCC1
 : -6, -6, 20, 1.6, 0.2, 2, -10, -10, -1
CNCCCCOc1ccc(C(C)(C)C)cc1Cl
 : 10, 0, -12, 1.0, 1.2, 27, -2, -20, 3
O=C(NC(=S)Nc1ccc(N2CCOCC2)cc1)c1ccco1
 : 3, -8, -8, 1.6, 0.7, 2, 5, 0, 1
COc1cc(C(=O)/C=C/c2cccnc2)ccc1O
 : -18, -5, 20, 0.6, -3.2, 3, -4, 13, 5
COC(=O)Nc1ccc(S(=O)(=O)N(CCO)CCO)cc1
 : -12, 4, 0, 1.1, 1.4, 5, 4, 5, 0
Cc1ccc(CCNC(=O)CCCn2c(=O)c3ccccc3n(Cc3ccccc3C)c2=O)cc1
 : -27, 0, ., -0.6, 0.3, 5, 0, -23, -1
O=C(Cc1cc(=O)oc2cc(O)ccc12)NC(Cc1ccc(Cl)cc1)C(=O)O (configuration not stated)
 : -1, -4, -18, 0.1, 0.8, 2, 7, 11, 2
O=C(NC1CC(=O)N(c2ccc(F)cc2)C1)C1CCCCC1 (configuration not stated)
 : ., 5, ., 0.2, 1.3, -2, 0, -4, 2
Cn1c(SCC(=O)N2CCOCC2)nnc1-c1cnccn1
 : -4, -10, 16, -0.1, 0.5, 3, -1, -12, -2
O=C(/C=C/c1ccc(Cl)cc1Cl)OCC(=O)N1CCCC1
 : 7, -7, 14, -0.3, 0.5, 0, 13, -12, 3
CCCCn1nnnc1NCc1ccc(N(CC)CC)cc1
 : -20, -5, -7, -0.5, -1.2, 4, -3, 12, 5
CCn1c(C2CCN(S(=O)(=O)c3ccc(OC)cc3)CC2)n[nH]c1=S
 : -19, -5, -6, 1.0, 0.4, 2, -6, -2, -1
Cn1c(=O)c2c(nc(CN3CCN(C(=O)c4ccco4)CC3)n2Cc2ccc(Cl)cc2)n(C)c1=O
 : 14, 8, -1, 0.3, 1.0, 2, 14, -4, 6
COc1ccc(CNC(=O)CCNS(=O)(=O)c2cc(Br)cnc2N)cc1
 : -9, -3, -5, -0.1, 0.0, 1, 46*, 5, 2
CN(C)c1cccc(C(=O)N(Cc2ccccc2)Cc2ccccc2)c1
 : -18, -6, -4, -1.5, -0.4, 2, -1, 1, -5
CCN1CCN(S(=O)(=O)c2ccc(Cl)c(C(=O)N(C)Cc3cccs3)c2)CC1
 : 1, ., -4, 0.0, 0.3, 0, -12, 5, 1
CN1C(=O)c2ccccc2OC1(C)Cc1ccccc1 (configuration not stated)
 : 6, -4, 1, 0.0, 0.5, 3, 7, 3, -5
Cc1ccccc1NC(=O)/C(C#N)=C/c1ccsc1
 : 14, -2, 0, 0.1, 0.3, 0, -3, -6, 3
CC1=CC(C)C(/C=N/N=C(N)N)C(C)C1 (configuration not stated)
 : 13, 5, 19, 3.8, 28, 5, -3, -10, -21
C/C(=N\NC(=O)C1CC1)c1cccs1
 : -3, -2, -4, -0.1, -0.1, 1, -5, 14, 9
O=C(CN1CCc2cc3c(cc2C1)OCCCO3)Nc1ccccc1
 : -19, -4, -3, -1.3, -0.1, 3, -4, ., -9
Cc1cc(NC(=O)CS(=O)(=O)c2cn(C)c3ccccc23)no1
 : -3, 4, 1, 0.0, 0.7, -3, 9, 2, 1
O=C(C1=C[C@H](c2ccc(Br)cc2)C[C@H](OCCCCO)O1)N1CCOCC1
 : -12, -3, 19, -0.3, 0.0, -6, -6, ., 0
Cc1csc(SCC(=O)Nc2sccc2C(N)=O)n1
 : -15, -3, -3, -0.8, 2.3, 7, 2, -13, 4
CCC(=O)N1c2ccccc2CC1C(=O)NCc1cccc(OC)c1OC (configuration not stated)
 : 8, 0, ., 0.2, -0.9, 0, -1, 1, 0
O=C(CC1CC2CCC1C2)NCc1cccs1 (configuration not stated)
 : 0, 3, 2, -1.1, -0.5, 0, 9, -11, -5
COc1ccc(NC(=O)CCN2C(=O)[C@@H]3[C@H](C2=O)[C@H]2C=C[C@@H]3C2)cc1
 : 4, 5, -1, 1.0, 0.3, 1, -4, 7, 10
CC(C)(C)c1ccc(C(=O)NCc2nnc(SCC(=O)NCC3CCCO3)o2)cc1 (configuration not stated)
 : -19, -1, -5, -0.1, 1.5, 4, 10, -10, 1
CC(C)(C)C(=O)Nc1ccc(-c2nc3ccccc3c(=O)o2)cc1
 : -3, -6, 0, 0.8, 0.1, 4, 11, -6, -1
Cc1ccc2[nH]c(=O)c(CN(CC3COCCO3)C(=O)Nc3ccccc3F)cc2c1 (configuration not stated)
 : 6, 2, -14, 0.2, 1.2, 1, 21, -5, 0
Cc1ccc(S(=O)(=O)N2CCCCC2)c(C)c1NS(C)(=O)=O
 : ., -5, 16, 0.6, 0.6, 7, -10, 16, -3
